DRD3 antagonist = blocks the human D3 dopamine receptor | 360,000 compounds, 2.5% hits | AID 652054 | max response, negative = inhibition, % | P35462 | D3R cells, DiscoveRx beta-arrestin luminescence, antagonist mode; stronger effect = lower value; in the data active = max response below about -50%; inconclusive = no clear call, values can overlap the other calls; also: % is scaled to controls: 0 for no effect and ±100 for the full control effect; mostly tested at two doses, the higher about 12 µM
Target sequence (P35462 whole entry, looked up): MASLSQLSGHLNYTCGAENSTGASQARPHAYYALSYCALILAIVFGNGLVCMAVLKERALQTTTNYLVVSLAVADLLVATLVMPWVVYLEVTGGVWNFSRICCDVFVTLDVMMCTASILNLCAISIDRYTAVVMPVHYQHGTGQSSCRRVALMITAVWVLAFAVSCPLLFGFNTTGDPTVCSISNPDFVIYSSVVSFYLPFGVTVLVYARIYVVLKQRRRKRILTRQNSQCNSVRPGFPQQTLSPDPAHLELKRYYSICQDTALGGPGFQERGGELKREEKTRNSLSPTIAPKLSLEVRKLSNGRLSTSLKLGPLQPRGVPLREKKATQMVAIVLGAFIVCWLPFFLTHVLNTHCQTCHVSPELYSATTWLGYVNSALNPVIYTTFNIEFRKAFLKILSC
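Cells expressing the human receptor were seeded at 1500 cells/well, incubated overnight at 37 degrees C in 5% CO2, then exposed to library compounds with dopamine controls for 90 minutes at 37 degrees C before luminescent detection.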
HT1080-NT tox = kills 2HG-producing HT-1080-NT fibrosarcoma cells; HT-1080-NT fibrosarcoma viability, CellTiter-Glo ATP luminescence, 48 h; Potency, µM (highest dose often 46.1 µM), for inactives: at the top dose activity, negative = less viability, actives largely listed as cytotoxic; 360,000 compounds, 1.6% hits;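 also: NT is the 2HG producing partner of a matched IDH1 knockdown line; potency is read from the fitted curve at half-maximal effect; 0% = DMSO-treated cells and -100% = media-only wells without cells; nearly all actives have a fitted effect of over 55% in size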
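Luminescent CellTiter-Glo readout after 48 hours of compound exposure at 37 degrees C defined viability of HT-1080-NT cells. Activity was normalized to DMSO wells and cell-free media wells; concentration-response curves were fitted and assigned curve classes.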
KB-3-1 cytotox = KB-3-1 parental cell cytotoxicity; KB-3-1 viability, CellTiter-Glo ATP luminescence, 72 h; Potency, µM (highest dose often 46.1 µM), inactives show at the highest dose activity change, negative = cytotoxic, actives largely listed as cytotoxic; 400,000 compounds, 1.4% hits; AID 1347075; also: potency is read from the fitted curve at half-maximal effect; % is scaled to controls: 0 for no effect and ±100 for the full control effect; nearly all actives have a fitted effect of over 60% in size
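Cells are dispensed, compounds pinned in, plates held at 37 °C for 72 h, then CellTiter-Glo is added and luminescence read after 10 minutes. Cell line: parental KB-3-1 in phenol-red-free DMEM, 10% FBS.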
KB-V1 cytotox = kills drug-selected multidrug resistant KB-V1 cells; KB-V1 MDR cells viability, CellTiter-Glo, 72 h; Potency, µM (series often up to 46.1 µM), inactives show at the top dose activity change, negative = cytotoxicity, hits mostly cytotoxic; 400,000 compounds, 3.4% hits; AID 1347076; also: potency is read from the fitted curve at half-maximal effect; % is scaled to controls: 0 for no effect and ±100 for the full control effect; nearly all actives have a fitted effect of over 60% in size
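Readout: CellTiter-Glo luminescence, 10 min after addition. Cells: KB-V1 MDR subline, 72 h at 37 degrees C with compound. Analysis: corrected, normalized data fitted to concentration-effect curves.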
DRD3 agonist = D3 dopamine receptor (human) agonism; D3R DiscoveRx beta-arrestin cells, luminescence, 90 min; max activation, %; 410,000 compounds, 0.58% hits; in the data active = max activation above about 30%; also: 0% is about no effect; mostly tested at two doses, the higher about 12 µM
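Agonist-mode cell screen: cells plated at 1500/well and incubated overnight at 37 °C, then exposed to library compounds for 90 min at 37 °C. Detection reagent was added for 30–60 min at room temperature, and luminescence was read.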
HT1080 IDH1KD tx = toxicity to HT-1080 IDH1 knockdown cells (counter line); AID 686971; Potency, µM (top dose mostly 46.1 µM), for inactives: at the top dose activity, negative = toxicity, hits mostly cytotoxic; HT-1080 IDH1 knockdown viability, ATP luminescence, 48 h; 360,000 compounds, 2% hits;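 also: potency is read from the fitted curve at half-maximal effect; 0% = DMSO wells and -100% = cell-free medium wells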
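IDH1KD HT-1080 cells, 750/well, RPMI + 5% FBS; compound pinned after 2 h settling; 48 h, 37 °C; CellTiter-Glo luminescence; % activity normalised to DMSO and no-cell wells; curves fitted, classed by r2 and efficacy.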
GLP1R ag = activates the human GLP-1 receptor. P43220. HEK293 GLP-1R CRE-luciferase, luminescence, 4-6 h; cells express a hypersensitive GLP-1R form. Potency, µM (top dose mostly 45.6 µM), for inactives: at the highest dose activation, hits mostly activators. 380,000 compounds, 0.007% hits; also: potency is read from the fitted curve at half-maximal effect; % of control where 0% means no effect
Target sequence (P43220 whole entry, looked up): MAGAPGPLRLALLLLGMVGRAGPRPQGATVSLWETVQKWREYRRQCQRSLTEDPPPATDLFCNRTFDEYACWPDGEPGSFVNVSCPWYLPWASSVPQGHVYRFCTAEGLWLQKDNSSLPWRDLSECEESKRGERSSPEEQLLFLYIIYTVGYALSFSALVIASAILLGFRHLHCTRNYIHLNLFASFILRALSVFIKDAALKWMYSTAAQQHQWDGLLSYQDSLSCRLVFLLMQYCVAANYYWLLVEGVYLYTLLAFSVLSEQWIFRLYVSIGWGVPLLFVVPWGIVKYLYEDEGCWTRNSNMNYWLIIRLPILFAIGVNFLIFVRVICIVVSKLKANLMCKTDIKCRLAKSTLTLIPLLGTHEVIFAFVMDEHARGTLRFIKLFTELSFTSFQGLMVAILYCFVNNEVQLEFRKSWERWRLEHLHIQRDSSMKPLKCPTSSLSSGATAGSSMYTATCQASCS
IL-1B inflam inh = inhibitors of inflammasome signaling (IL-1 beta secretion). 360,000 compounds, 4.7% hits. THP-1 LPS/ATP IL-1B secretion, AlphaLISA, 16 h; stronger effect = lower value. activity change, % at 57.5 µM; in the data active = activity change below about -50%; inconclusive = mostly about -30% to -49%; also: % is scaled to controls: 0 for no effect and ±100 for the full control effect
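Secreted IL-1B measured by AlphaLISA bead assay after 16 h compound exposure of THP-1 cells; compounds (final up to 57.5 uM) added 1 h before LPS (250 ng/mL) and ATP (1.25 mM) stimulation; lower signal means less secretion.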
SW480 rereplic = DNA re-replication induction in SW480 cells; SW480 DNA re-replication, Hoechst DNA content imaging, 48 h; Potency, µM (doses to about 46.1 µM), inactives show at the highest dose re-replication activation, usual class: activators; 340,000 compounds, 1.8% hits; AID 624297; also: potency is read from the fitted curve at half-maximal effect; % of control where 0% means no effect; nearly all actives have a fitted effect of over 55% in size
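250 cells/well; 23 nL cpd via pin tool; 48 hr, 37 C, 5% CO2; Hoechst 40 min; imager read of total nuclear intensity, ex 405/em 500-530 nm.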
Numbers without * were called inactive; ? = inconclusive; . = no result given; & = joins results of further samples. Unless noted, calls follow the shape of the dose curve; as a rule, active = well fitted curve in the direction sought with a large enough effect; inconclusive = small, poorly fitted or top-dose-only effect, or another doubt; inactive = no such curve, though single readings can be large; an effect the other way counts as inactive or inconclusive.

mol | DRD3 antagonist | HT1080-NT tox | KB-3-1 cytotox | KB-V1 cytotox | DRD3 agonist | HT1080 IDH1KD tx | GLP1R ag | IL-1B inflam inh | SW480 rereplic
CCC(Oc1cccc(Cl)c1)C(=O)N1CCCN(C)CC1 (centres undefined) | 1 | -4% | 0% | -1% | 1 | 2% | -3% | 1 | -1%
CCCN(CCC)CCNC(=O)CS(=O)Cc1nc(-c2ccc(C)cc2)oc1C (centres undefined) | 8 | 1% | 4% | 3% | 0 | -11% | -5% | ? | -3%
CCOP(=O)(OCC)C(NCc1ccccc1)c1ccc(Br)cc1 (centres undefined) | -27 | -13% | -9% | 0% | 5 | -5% | 5% | -18 | -3%
Cc1cc(Cl)ccc1NC(=S)Nc1cccnc1 | -20 | -5% | -2% | 16% | -7 | 3% | -6% | -21 | 4%
O=C(c1cc(-c2ccc(F)cc2)on1)N1CCN(c2ccc(F)cc2)CC1 | 1 | 15% | 1%&10% | -15%&6% | 4&5 | 13% | 0% | 24 | 0%
Cc1cc(NC(=O)c2noc3c2CCCC3)no1 | ? | 11% | -2% | ? | 9 | -1% | -11% | 0 | -4%
CCNC(=O)c1cc2c(=O)n3cccc(C)c3nc2n(Cc2ccc(C)cc2)c1=N | -18 | -8% | ? | ? | -13 | -7% | 27% | 13 | 2.1µM*
O=S(=O)(c1ccc(F)c(F)c1)N1CCCCCCC1 | -8 | -2% | 20% | 0% | -2 | 0% | 9% | -7 | .
CC(C)(C)OC(=O)N1CCN(C(=O)c2[nH]cnc2C(=O)NCc2ccccc2)CC1 | -16 | -9% | 0% | -11% | 10 | 1% | -2% | 32 | -4%
O=C(O)c1oc2ccccc2c1-n1cccc1 | 7 | -15% | -1% | 17% | -7 | -10% | -7% | 10 | -10%
Cc1ccc(S(=O)(=O)Nc2ccc3c(c2)C(=O)N([C@H](C)CO)C[C@@H](C)[C@@H](CN(C)C(=O)Nc2cccc4ccccc24)O3)cc1 | 0 | -24% | 0% | 0% | 17 | ? | 3% | -20 | 30%
COCCCNC(=O)C[C@H]1C[C@H](C(=O)N2CCOCC2)[C@@]2(C)c3[nH]c4ccc(Cl)cc4c3CCN2C1=O | -17 | -2% | 0% | 17% | 17 | -8% | -8% | -11 | -4%
COc1ccc(S(=O)(=O)N2CCN(c3ncccn3)CC2)cc1[N+](=O)[O-] | -22 | -2% | -7% | 0% | 9 | -1% | -4% | -15 | 3%
COC(=O)C1C(=O)N2CCCSC2=C(C#N)C1c1cccs1 (centres undefined) | -19 | 8% | -1% | 15% | 5 | 0% | 3% | -11 | ?
CCn1cc(C(=O)OCC(=O)Nc2cc(Cl)ccc2C)c(=O)c2ccc(C)nc21 | . | . | -6% | 9% | -7 | . | -2% | . | .
O=c1c2cc(NC(=S)N3CCCCC3)ccc2nc2n1CCCCC2 | 3 | -2% | -5% | -13% | 5 | -8% | 5% | 4 | -22%
O=C(NC(Cc1ccccc1)C(=O)O)C1CCN(S(=O)(=O)c2ccccc2C(F)(F)F)CC1 (centres undefined) | -13 | 14% | -1% | -13% | 1 | 0% | 0% | -19 | -4%
CC(=O)Nc1ccc(-n2c(C)ccc2C)cc1 | -10 | -7% | 0% | ? | 1 | -8% | 14% | -11 | 25%
COc1ccccc1Nc1nc(NCCCN(C)C)nc(N)c1[N+](=O)[O-] | 7 | ? | -20% | ? | -14 | ? | 6% | -63* | 142%
CC(C)NC(=O)N[C@H]1CC[C@H](CC(=O)NCc2ccc(Oc3ccccc3)cc2)O[C@@H]1CO | -26 | -8% | ? | -7% | -5 | -4% | . | 26 | .
CC1CCCC(C)N1C(=O)CSc1nc2ncnc(N)c2[nH]1 (centres undefined) | 14 | 7% | -2% | -2% | -2 | 5% | 12% | 16 | 8.2µM*
CCCc1nnc(NC(=O)CCC(=O)NC2CCCc3ccccc32)s1 (centres undefined) | -1 | 0% | 7% | -10% | -6 | -1% | 2% | 11 | -2%
COc1ccc(Cc2nnc(NC(=O)Nc3cccc(OC)c3)s2)cc1 | 18 | 2% | 22% | 24% | 17 | -15% | 0% | 44 | 2%
COc1cc2c(cc1NC(=O)C(F)(F)F)-c1ccc(NC(=O)C(F)(F)F)cc1C2 | -6 | 1% | 3% | -2% | 4 | 20% | 11% | 2 | 1%
CN(CC(=O)Nc1ccc(F)cc1)C(=O)C1CCCC1 | -8 | 0% | 1% | ? | -2 | 2% | -1% | -6 | 0%

An excerpt from above in order of molecular weight, high to low:
mol | DRD3 antagonist | HT1080-NT tox | KB-3-1 cytotox | KB-V1 cytotox | DRD3 agonist | HT1080 IDH1KD tx | GLP1R ag | IL-1B inflam inh | SW480 rereplic
CCCN(CCC)CCNC(=O)CS(=O)Cc1nc(-c2ccc(C)cc2)oc1C (centres undefined) | 8 | 1% | 4% | 3% | 0 | -11% | -5% | ? | -3%
COc1cc2c(cc1NC(=O)C(F)(F)F)-c1ccc(NC(=O)C(F)(F)F)cc1C2 | -6 | 1% | 3% | -2% | 4 | 20% | 11% | 2 | 1%
CCn1cc(C(=O)OCC(=O)Nc2cc(Cl)ccc2C)c(=O)c2ccc(C)nc21 | . | . | -6% | 9% | -7 | . | -2% | . | .
CC(C)(C)OC(=O)N1CCN(C(=O)c2[nH]cnc2C(=O)NCc2ccccc2)CC1 | -16 | -9% | 0% | -11% | 10 | 1% | -2% | 32 | -4%
COc1ccc(S(=O)(=O)N2CCN(c3ncccn3)CC2)cc1[N+](=O)[O-] | -22 | -2% | -7% | 0% | 9 | -1% | -4% | -15 | 3%
O=c1c2cc(NC(=S)N3CCCCC3)ccc2nc2n1CCCCC2 | 3 | -2% | -5% | -13% | 5 | -8% | 5% | 4 | -22%
COC(=O)C1C(=O)N2CCCSC2=C(C#N)C1c1cccs1 (centres undefined) | -19 | 8% | -1% | 15% | 5 | 0% | 3% | -11 | ?
CC1CCCC(C)N1C(=O)CSc1nc2ncnc(N)c2[nH]1 (centres undefined) | 14 | 7% | -2% | -2% | -2 | 5% | 12% | 16 | 8.2µM*
CCC(Oc1cccc(Cl)c1)C(=O)N1CCCN(C)CC1 (centres undefined) | 1 | -4% | 0% | -1% | 1 | 2% | -3% | 1 | -1%
Cc1cc(Cl)ccc1NC(=S)Nc1cccnc1 | -20 | -5% | -2% | 16% | -7 | 3% | -6% | -21 | 4%
Cc1cc(NC(=O)c2noc3c2CCCC3)no1 | ? | 11% | -2% | ? | 9 | -1% | -11% | 0 | -4%
CC(=O)Nc1ccc(-n2c(C)ccc2C)cc1 | -10 | -7% | 0% | ? | 1 | -8% | 14% | -11 | 25%

Following part:
mol | DRD3 antagonist | HT1080-NT tox | KB-3-1 cytotox | KB-V1 cytotox | DRD3 agonist | HT1080 IDH1KD tx | GLP1R ag | IL-1B inflam inh | SW480 rereplic
COc1ccc(CCC(=O)N(C)CC(=O)Nc2cc(C)ccc2C)cc1 | -1 | 10% | 8% | -25% | 4 | 18% | 3% | -11 | 0%
COc1ccc(-c2[nH]c(-c3cccc(OC)c3)nc2SCC(=O)NC2CCCC2)cc1 | ? | -22% | ? | -6%&15% | -25&-15 | ? | 6% | -23 | -2%
CCN(Cc1ccncc1)C(=O)c1cc(COc2ccc(C)c(C)c2)on1 | 16 | -12% | -6% | -3% | 6 | -10% | 1% | -53* | -4%
COc1ccccc1-n1c(=O)[nH]c2c(C(N)=O)nc(CC(C)C)nc21 | ? | 18% | -14% | -12% | 3 | -2% | 4% | 0 | -3%
COc1ccc(/C=C/C(=O)OCC(=O)c2ccc3c(c2)NC(=O)CO3)cc1 | -10 | 10% | -22% | 0% | 1 | 19% | 6% | 4 | ?
Cc1oc(-c2cc(F)cc(F)c2)nc1CN1CCN(C(=O)c2ccco2)CC1 | -17 | 0% | . | . | -40 | 6% | 2% | -14 | -2%
C/C(N)=C(/C#N)C(=O)COc1ccc(Cl)cc1Cl | 3 | -18% | -5% | -6% | 14 | -22% | 19% | -16 | -10%
COc1ccc(NC(=O)c2ccc3c(=O)n4c(nc3c2)CCCCC4)cc1 | 5 | -6% | -7% | ? | 8 | -22% | 14% | 2 | 5%
Cc1ccc(NC(=O)CN2C(=O)NC3(CCCCCC3)C2=O)cc1Cl | -7 | 0% | . | . | 1 | -20% | 0% | -2 | 5%
COc1ccc(CN2CC[C@@H]3CN(C(C)=O)[C@H](c4ccccc4Br)C[C@@H]32)cc1 | -17 | -8% | 0% | 7% | 5 | -1% | -1% | -3 | .
O=C(O)/C=C1\NC(=O)c2ccccc21 | 0 | 21% | -1% | 10% | -3 | 18% | 1% | 12 | 1%
O=C(CSc1ncnc2ccccc12)Nc1cccc(S(=O)(=O)N2CCCC2)c1 | 0 | -10% | -17% | -5% | 21 | -11% | 8% | -29 | -3%
COc1ccc(Nc2nnc(-c3ccc(C(N)=O)cc3)c3ccccc23)cc1 | -13 | -4% | -7% | -13% | 2 | -2% | 6% | ? | -1%
CCOC(=O)c1cc(-c2ccc(F)cc2)n(CC(=O)Nc2nccs2)c1C | -14 | -17% | -12% | -12% | -1 | -19% | 1% | ? | 0%
C=CCn1c(SCc2ccccc2)nnc1-c1cccnc1 | 5 | 15% | -4% | 0% | -18 | 7% | -12% | -8 | -11%
Cc1ccc(S(=O)(=O)c2nc(-c3ccccc3)oc2NCCCN2CCOCC2)cc1 | -76* | 0% | 10% | 12% | -16 | -12% | 5% | -15 | -4%
Clc1ccc(CN2CCN(c3ncnc4scc(-c5cccs5)c34)CC2)cc1 | -29 | -19% | ? | 13µM* | -5 | -29% | 4% | -16 | -3%
CC1(C)CC(=O)C2=C(C1)Nc1ccccc1NC2c1ccc2c(c1)OCO2 (centres undefined) | -5 | -2% | -1% | -21% | -11 | 0% | 1% | -27 | -4%
CC(C)(C)n1nc2c(c1NC(=O)COc1ccc(F)cc1)CS(=O)(=O)C2 | -7 | -13% | -19% | -20% | 2 | 0% | -5% | 7 | 12%
CCOc1cc(C(=O)Nc2ccccc2N2CCOCC2)ccc1OCC(=O)N1CCCCC1 | 11 | 2% | 19% | -15% | -2 | 7% | 3% | 10 | -4%
